RXFP1 ag = agonists of human relaxin receptor RXFP1 | Q9HBX9 | HEK293T-RXFP1 cAMP TR-FRET, 30 min; response scale: percent of porcine relaxin response, buffer zero | Potency, µM (series often up to 57.5 µM), for inactives: top-dose activation, actives largely listed as activators | 370,000 compounds, 0.3% hits | AID 2676; active = well fitted activation curve with a large enough effect; inconclusive = small, poorly fitted or top-dose-only effect; note: potency is the fitted concentration of half-maximal effect; % is set by controls: 0 for no effect and ±100 for the full control effect; nearly all actives have a fitted effect of over 60% in size; many of its hits are not listed in these tables
Target sequence (Q9HBX9 whole entry, looked up): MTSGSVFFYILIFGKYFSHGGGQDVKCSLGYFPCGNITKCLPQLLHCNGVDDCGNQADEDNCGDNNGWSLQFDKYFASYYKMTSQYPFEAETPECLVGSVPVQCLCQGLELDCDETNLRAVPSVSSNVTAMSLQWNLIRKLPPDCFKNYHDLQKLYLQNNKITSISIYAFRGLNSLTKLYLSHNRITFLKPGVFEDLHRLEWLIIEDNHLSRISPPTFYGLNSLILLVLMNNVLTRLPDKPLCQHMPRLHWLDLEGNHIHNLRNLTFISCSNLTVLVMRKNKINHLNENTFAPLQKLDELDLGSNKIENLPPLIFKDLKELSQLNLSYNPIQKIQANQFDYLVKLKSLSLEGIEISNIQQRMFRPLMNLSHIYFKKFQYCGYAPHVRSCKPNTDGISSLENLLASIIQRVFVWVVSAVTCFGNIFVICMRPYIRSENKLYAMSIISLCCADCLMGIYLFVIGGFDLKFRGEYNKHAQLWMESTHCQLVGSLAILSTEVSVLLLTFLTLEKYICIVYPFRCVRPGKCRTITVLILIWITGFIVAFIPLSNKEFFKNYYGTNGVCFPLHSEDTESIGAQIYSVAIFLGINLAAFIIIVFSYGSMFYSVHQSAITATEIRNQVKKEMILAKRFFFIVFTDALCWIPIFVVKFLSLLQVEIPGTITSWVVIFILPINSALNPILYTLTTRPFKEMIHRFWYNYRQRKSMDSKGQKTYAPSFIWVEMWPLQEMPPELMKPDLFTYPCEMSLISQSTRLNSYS
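HEK293T cells stably expressing RXFP1 were pretreated with the PDE4 inhibitor Ro 20174, exposed to compounds for 30 min at 37C, lysed, and cAMP was read by TR-FRET. Data normalized to buffer (basal) and 29 nM porcine relaxin (100%).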
D2 potentiator = positively modulates the human D2 dopamine receptor allosterically; 340,000 compounds, 0.34% hits; potentiation, % at 10 µM; AID 485347; P14416; HEK293 T-REx D2, calcium flux, EC20 dopamine potentiation;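 active = potentiation over 3 SD above the plate norm, cut at about 30% in these data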; note: 0% is about no effect
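Potentiation of an EC20 dopamine calcium response measured kinetically over 180 s, after a preceding 180 s compound-only read flagging agonists. Cells: inducible Hek293 Trex D2 line, 4000/well, cultured overnight at 30 C before dye loading.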
RXFP1 antagonist = blocks the human relaxin receptor RXFP1. Q9HBX9. HEK293-RXFP1, relaxin-stimulated cAMP HTRF, 30 min; stronger effect = lower value. activity change, negative = inhibition, % at 57.5 µM. 350,000 compounds, 0.59% hits. AID 1259400;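 active = activity change of -60% or lower, but not beyond a set lower limit; inconclusive = change between -60% and -40%, or beyond the set limit; inactive = change above -40%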; note: % is set by controls: 0 for no effect and ±100 for the full control effect
D1 antagonist = human D1 dopamine receptor antagonism; HEK293 TREx D1 cells, calcium flux, dopamine EC80; stronger effect = lower value; activity change, negative = inhibition, % at 10 µM; 360,000 compounds, 3.2% hits; AID 504652; in the data active = activity change below about -30%; note: % is set by controls: 0 for no effect and ±100 for the full control effect
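HEK293 T-REx cells expressing inducible, force-coupled D1 receptor; no-wash Ca dye, 30–90 min RT. Cmpd → 180 s read at 1 Hz → EC80 DA → 180 s read.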
D2 antagonist = antagonists of human D2 dopamine receptor | inhibition, % at 10 µM | HEK293 TREx D2 cells, calcium flux, dopamine EC80 | 340,000 compounds, 2% hits | P14416 | AID 485344; in the data active = inhibition above about 30%; note: 0% is about no effect
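Dopamine at EC80 is the agonist stimulus; test compounds precede it by 180 s. Calcium flux read kinetically in a force-coupled, inducible HEK293 T-REx D2 cell line.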
TRHR PAM = allosterically enhances the human TRH receptor; P34981; TRHR cells, fluo-8 calcium fluorescence, EC20 TRH enhancement; enhancement, % at 2 µM; 360,000 compounds, 0.66% hits; AID 493056; in the data active = enhancement above about 30%; note: 0% is about no effect
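Enhancer read-out: after compound pinning and an initial kinetic agonist-mode read, an EC20 of TRH (10 nM final) was injected and fluo-8 calcium signal (Ex 480/Em 530) followed at 1 s/cycle for 100 cycles in TRHR-expressing cells.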
D1 ag = human D1 receptor agonism; HEK293 T-REx D1 cells, calcium flux, agonist mode; P21728; 360,000 compounds, 1% hits; activation, % at 2 µM; in the data active = activation above about 30%; note: 0% is about no effect
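Tetracycline-induced HEK293 TREx D1 cells, force-coupled to calcium signalling, were dye-loaded with a no-wash calcium kit. Compound was pin-added after a 10 s baseline. Fluorescence was read kinetically at 1 cycle/s for 180 s, with calcium rises flagged as agonism.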
D1 PAM = enhances dopamine response at the human D1 receptor | P21728 | HEK293 TREx D1 cells, calcium flux, dopamine EC20 potentiation | potentiation, % at 10 µM | 360,000 compounds, 0.036% hits | AID 504651; in the data active = potentiation above about 30%; note: 0% is about no effect
D2 ag = agonists of human D2 dopamine receptor; P14416; HEK293 T-REx D2 cells, calcium flux agonist mode; activation, % at 2 µM; 340,000 compounds, 0.53% hits; AID 485358;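 active = activation over 3 SD above normal in the single-dose calcium agonist read, cut at about 30% in these data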; note: 0% is about no effect
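Tetracycline-induced HEK293 Trex cells with D2 receptor force-coupled to calcium signaling, plated overnight at 30 C and loaded with no-wash calcium dye. Calcium flux read kinetically for 180 s after compound addition; responses flag agonists.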
Active calls of the source: *; ? = inconclusive; . = no result given. These rows are one share of the data; the hit share may differ from the screen's.

Values run as follows: RXFP1 ag, D2 potentiator, RXFP1 antagonist, D1 antagonist, D2 antagonist, TRHR PAM, D1 ag, D1 PAM, D2 ag
> COc1cc(/C=N/NC(N)=O)ccc1OC(=O)c1ccc(C)cc1
  -0.9%, 12, ., 6, 0, -2, 8, -9, -0.1
> CCOC(=O)c1ccc2c(c1)N(Cc1cc(C)ccc1C)C(=O)c1ccccc1S2(=O)=O
  1.0%, 2, 6, -7, ., -7, 6, -1, 0.2
> O=C(CC1C(=O)NCCN1Cc1cccc(Oc2ccccc2)c1)NCCc1cnccn1 (configuration not stated)
  0.1%, -9, 3, 4, 11, 1, 2, -4, 0.0
> C=Cc1ccc(Cn2c(C(=O)O)c(CNCCc3ccccc3)c3ccc(C)cc32)cc1
  -0.5%, -1, -22, 9, ., 1, 3, 1, -0.6
> CC1C(=O)CCN(C(C)C)C1C (configuration not stated)
  -0.1%, 12, 4, 2, 1, -4, 0, 0, -1.8
> Cc1ccc(C(=O)CC2(O)C(=O)N(CN3CCOCC3)c3ccccc32)cc1 (configuration not stated)
  -3.7%, -1, -9, -7, 3, -2, 0, -7, -2.0
> CC(=O)c1csc(Nc2ccccc2Cl)n1
  -0.3%, -4, -9, -7, -7, -1, 2, 1, 0.9
> NS(=O)(=O)c1ccc(CCNS(=O)(=O)c2ccccc2)cc1
  0.2%, -5, -2, 7, -10, -5, -1, -1, 0.8
> CCCc1cc(N2CCOCC2)n2nc(C)c(-c3ccccc3)c2n1
  2.3%, 4, 4, -9, -5, -8, 5, 0, -1.3
> COC(=O)c1ccc(OC(=O)c2ccc(OC)cc2)c(OC)c1
  -0.9%, 5, -11, -14, -7, -2, 13, 9, 0.6
> CC(=O)OCc1c(-c2ccccc2)c2cc([N+](=O)[O-])ccc2n1C
  -0.2%, 2, -13, -47*, -16, -5, 4, -5, -0.5
> CCO[C@@H]1OC(C(=O)N2CCOCC2)=C[C@H](C)[C@H]1CCCO
  0.3%, -19, ., -13, -3, 3, 1, 2, -0.1
> CCOC(=O)N1CCN(C(=O)COc2ccc(Cl)c(C)c2)CC1
  -0.1%, 5, -33, 21, -24, -4, 2, -1, -1.4
> Cc1nn(CC(=O)NCc2ccccc2Br)c(=O)c2cc3occc3n12
  5.6%, 8, 4, -14, ., -3, -1, -3, -0.4
> COc1ccccc1C(=O)NCCC(=O)N1CCCCCCC1
  -0.2%, -11, -1, -2, 0, -1, 3, -1, 0.6
> O=C(CSCc1ccc(Br)cc1)Nc1ccc(S(=O)(=O)N2CCCCCC2)cc1
  3.9%, 2, 24, -5, 2, 5, -1, 5, 0.3
> O=C(O)CN1C(=O)/C(=C/c2ccsc2)SC1=S
  0.9%, -2, -6, 5, -9, 8, 1, 0, 0.7
> N#C/C(=C\c1cccc(Br)c1)C(=O)N1CCCCC1
  1.2%, 7, -28, -20, -12, -4, -1, -4, 0.4
> Cc1cc(Br)cc(C)c1NC(=O)c1sc2ncn(Cc3cccc(F)c3)c(=O)c2c1C
  8.6%, -12, 9, -15, ., 5, 3, -6, 0.8
> CCOc1ccc(NCC(=O)Nc2ccc(C)cc2C)cc1
  0.0%, -3, -14, 1, 0, -1, -1, 0, -0.3
> COc1ccc(-n2nnnc2SCC(=O)NC2CC2)cc1
  2.1%, 8, -1, -1, 0, 29, 3, -2, 1.7
> O=C(CCSCc1cccc(Cl)c1)N1CCN(c2ccc(Cl)cc2)CC1
  -0.7%, -11, -12, -2, ., -2, 5, -3, .
> CC(O)CNc1nc2ccccc2n1CC(=O)NCCc1ccc(Cl)cc1 (configuration not stated)
  0.2%, 1, -2, 2, 23, 4, 1, 4, 0.4
> COc1ccc(S(=O)(=O)Nc2ccc(-c3ccc(N4CCCC4)nn3)cc2)cc1C
  1.4%, 8, 1, -21, -5, 3, 3, -7, -0.1
> Cc1ccccc1OCCCN1C(=O)C(=O)c2cccc(C)c21
  3.6%, -4, ., -21, 15, -12, 2, 0, 4.5
> CCOC(=O)COc1ccc(C(=O)c2ccccc2)c(O)c1
  0.2%, -4, -5, -18, 4, -8, 8, -4, -0.2
> Cc1ccc(S(=O)(=O)N2CCCC2C(=O)NCc2ccc3c(c2)OCO3)cc1 (configuration not stated)
  0.6%, -3, -9, 7, 22, -4, 0, -5, -0.9
> Cc1ccc(NC(=O)CSc2nnc(-c3cnccn3)n2Cc2ccco2)cc1
  2.9%, -7, -8, -19, 32*, -3, 0, -3, -4.3
> Cc1cc(C(=O)N2CCN(c3ccc([N+](=O)[O-])cc3)CC2)n[nH]1
  0.8%, 10, 2, -32*, 1, 0, 16, -11, -1.0
> COc1ccc(-c2nnc(SC(C)C(=O)NC3CC3)o2)cc1 (configuration not stated)
  -2.5%, -17, 4, 16, ., 2, 1, 2, .
> COc1ccc(N(CC(=O)N2CCc3ccccc3C2)S(C)(=O)=O)cc1OC
  0.2%, 2, -7, 6, 15, 0, 0, -6, -0.6
> NNC(=O)CSCc1ccc(Cl)cc1Cl
  0.1%, -1, ?, 5, -1, 2, 3, -1, 0.6
> COc1cc(/C=C2/SC(=S)N(CC3CCCO3)C2=O)ccc1O (configuration not stated)
  -2.2%, 0, -22, -1, -3, 8, 87*, 2, 28
> Cc1cc(C(=O)OCC(=O)NC(C)C)c(C)o1
  0.5%, 11, -5, 0, -7, -11, 1, -4, -1.4
> Cc1cc(C)c2oc(-c3ccc(Cl)c(NC(=O)c4ccc(C#N)cc4F)c3)nc2c1
  1.9%, -1, 1, -23, -1, 2, -4, 2, 0.0
> Cc1ccc(NC(=O)CCc2nc(-c3cccs3)no2)c(Br)c1
  1.5%, 7, 38, -11, 1, 0, 3, -2, -1.6
> COc1cccc(CNC(=O)Cn2nc([N+](=O)[O-])c(Br)c2C)c1
  -2.0%, ., -15, 5, -13, -1, -3, -6, .
> O=C(CC(=O)NN=C1CCCCCC1)NCc1cccnc1
  1.0%, ., -15, -17, ., 27, 5, -3, .
> O=C(NC(=O)N1CCN(c2cccc(Cl)c2)CC1)c1ccc(Cl)cc1
  0.3%, -17, -7, -37*, 57*, -2, 10, -19, 4.3
> O=C(CSc1nnnn1Cc1ccccc1)NCC(=O)c1ccccc1
  1.2%, -4, -4, 1, -18, 2, 2, -1, -0.4
> Cc1cc(C)cc(OCCCCn2cncn2)c1
  -2.1%, 14, 1, 24, -8, -5, -1, -7, -0.6
> CCOC(=O)/C(C#N)=C\C1=C(N2CCCC2)CC(C)(C)OC1
  -0.2%, 9, 0, 5, -41, 3, 0, 5, 0.4
> CCC(C)NC(=O)CN(c1cc(Cl)cc(Cl)c1)S(C)(=O)=O (configuration not stated)
  -2.5%, 9, 3, -11, 14, -7, 0, -4, 0.1
> COc1ccccc1NC(=O)CCC(=O)OCC(=O)c1ccc(C)c([N+](=O)[O-])c1
  -2.1%, 9, 3, -2, 25, -9, 1, -2, 0.1
> CCOC(=O)COc1ccc(C2C(C(=O)OC)=C(C)NC3=C2C(=O)c2ccccc23)cc1Cl (configuration not stated)
  3.8%, 7, -11, 7, ., 10, 1, -4, -2.2
> CN1Cc2ccccc2CC1CNCc1c(C(=O)N2CCCC2)nc2ccccn12 (configuration not stated)
  0.6%, 6, 1, -3, 0, -6, 2, -1, 1.3
> COc1ccc(-n2nc(C(=O)N3CCCCC3)c(C)c(C#N)c2=O)cc1
  4.4%, 2, -5, 4, 2, 5, -1, -2, 0.3
> CC(=O)Nc1ccc(SC[C@H](C)CN2CC[C@H](O)CCC2=O)cc1
  1.0%, -2, ., -16, 7, -2, 0, -4, 0.4
> C=CCSC(=C(C#N)C#N)c1cc2c([nH]1)CCCC2
  1.3%, -2, -22, -11, 7, -5, 2, -7, 1.2
> Cc1ccc(C(c2c(C)[nH][nH]c2=O)c2c(C)[nH][nH]c2=O)cc1
  1.1%, -2, -1, -19, 11, -1, 2, 7, 0.4
> COCC(C)NC(C(=O)Nc1cccc(C(C)=O)c1)c1ccccc1 (configuration not stated)
  0.3%, 9, -13, -20, 7, -2, 3, -6, 0.1
> Clc1cccc(CNc2nnnn2-c2ccccc2)c1
  0.1%, -25, ., -46*, 19, -2, 37*, -11, -0.4
> COc1ccccc1OCC(=O)Nc1cc(-c2ccc(C)cc2)no1
  -2.3%, 6, -24, -25, ., 3, 5, 0, .
> O=C(NC(=S)Nc1ccc(N2CCN(C(=O)c3ccccc3)CC2)cc1)c1cccs1
  1.5%, 12, -4, -15, 13, 14, 5, -3, 0.6
> COc1cc(/C=N/NC(=O)c2[nH]nc3c2CCc2ccccc2-3)ccc1O
  -1.7%, 13, -9, 3, -17, 4, 2, -1, -1.7
> COCc1cc(C)nc(SCC(=O)Nc2ccc3c(c2)OCCO3)c1C#N
  1.3%, -6, -5, -31*, 5, -5, 7, -5, -0.8
> CCOC(=O)c1c(C)[nH]c(C=O)c1Cc1cccc(Cl)c1
  4.1%, -12, 0, -24, 5, -5, 1, -10, -0.1
> COc1ccc(C2C(C(=O)c3sc(C)nc3C)=C(O)C(=O)N2CCCn2ccnc2)cc1OC (configuration not stated)
  -0.3%, 3, 0, 3, -4, -2, 2, 0, 0.5
> COc1cc(CCCN2C(=O)C(=O)NC[C@@H]2CC2CCCCC2)cc(OC)c1OC
  -0.1%, -25, ., -2, 4, 7, -1, -5, 0.2
> Cn1c(CC(=O)Nc2ccccc2F)nnc1SCC(=O)NC1CCCCC1
  -1.3%, 1, 0, 7, 2, 2, 9, ., 0.3

Results in D1 PAM and RXFP1 antagonist, for 3 of the compounds above:
SMILES,D1 PAM,RXFP1 antagonist
CC(=O)c1csc(Nc2ccccc2Cl)n1,1,-9
NS(=O)(=O)c1ccc(CCNS(=O)(=O)c2ccccc2)cc1,-1,-2
CCCc1cc(N2CCOCC2)n2nc(C)c(-c3ccccc3)c2n1,0,4

The results go on.
Values run as follows: RXFP1 ag, D2 potentiator, RXFP1 antagonist, D1 antagonist, D2 antagonist, TRHR PAM, D1 ag, D1 PAM, D2 ag
> COc1ccc(/C=C(\NC(=O)c2cccs2)C(=O)Nc2ccccc2C)cc1OC
  -0.2%, 0, 0, -5, -11, 3, 6, -6, 1.1
> O=C(CSc1nc(=O)[nH]c2c1CCC2)NCc1ccc(Cl)cc1
  5.2%, 8, -8, ., ., 3, 6, 12, 0.1
> Nc1ccc2nc(SCc3ccccc3F)sc2c1
  -2.7%, 9, 1, -29, -8, 2, 8, 10, 1.4
> CCN(CC)c1ccc(NS(=O)(=O)c2ccc3c(c2)oc(=O)n3C)c(C)c1
  -1.1%, -3, -13, -11, -4, -1, 7, -3, 1.0
> CCC(=O)Nc1ccc(C(=O)NNC(=O)c2ccccc2)cc1
  0.4%, 2, -3, 2, 14, 2, 1, -4, 0.0
> C=CCN(C(=O)CSc1nc2c(sc3ccccc32)c(=O)n1CCN(CC)CC)c1ccccc1
  -1.8%, 28, ?, 4, 7, -4, 1, -1, 2.6
> Cc1cc(OCc2nc(-c3ccncc3)no2)cc(C)c1Cl
  27%, 1, 2, -13, ., -3, 1, 3, .

Compound activity: PubChem, National Center for Advancing Translational Sciences (NCATS)
